Compound activity from PubChem BioAssay.
PGK inhibitor: qHTS Assay to Find Inhibitors of Phosphoglycerate Kinase; actives 0.043% (n = 380,000); PGK/GAPDH coupled, Kinase-Glo luminescence, 60 min; Potency, µM (series often up to 57.5 µM), for inactives: top-dose activity change, negative = inhibition, usual class: inhibitors; AID 602233, 2012; Phosphoglycerate kinase, glycosomal (Trypanosoma brucei brucei), P07378; further: potency means the concentration at half of the fitted maximal effect; on the % scale 0 is the no-effect control and ±100 the full control effect; nearly all actives have a fitted effect of over 60% in size
Target sequence (P07378 whole entry, looked up): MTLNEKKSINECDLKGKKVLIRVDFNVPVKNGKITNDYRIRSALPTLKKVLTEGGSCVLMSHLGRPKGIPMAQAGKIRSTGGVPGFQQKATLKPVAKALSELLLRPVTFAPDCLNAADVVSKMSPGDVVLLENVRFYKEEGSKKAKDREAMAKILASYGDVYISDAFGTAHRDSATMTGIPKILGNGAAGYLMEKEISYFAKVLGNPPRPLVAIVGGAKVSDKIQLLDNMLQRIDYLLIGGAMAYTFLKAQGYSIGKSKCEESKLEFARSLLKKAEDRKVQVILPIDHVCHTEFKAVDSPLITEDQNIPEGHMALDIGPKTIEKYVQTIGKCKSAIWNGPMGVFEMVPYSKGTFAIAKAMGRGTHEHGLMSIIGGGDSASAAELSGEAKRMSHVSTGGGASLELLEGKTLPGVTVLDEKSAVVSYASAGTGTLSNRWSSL
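Recombinant glycosomal PGK reaction used 1,3-bisphosphoglycerate generated in-well by GAPDH (100nM final) in 100mM TEA pH 7.6, 5mM MgCl2, 0.01% Tween-20. After 60 minutes at room temperature, ATP was read by Kinase-Glo Plus luminescence end-point.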
POLH inh: qHTS for Inhibitors of Polymerase Eta; actives 1.2% (n = 390,000); Potency, µM (doses to about 114 µM), inactives show at the top dose activity change, negative = inhibition, actives largely listed as inhibitors; DNA polymerase eta (Homo sapiens), Q9Y253; recombinant Pol eta, fluorescent DNA replication assay; further: potency means the concentration at half of the fitted maximal effect; on the % scale 0 is the no-effect control and ±100 the full control effect
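Pol eta at 10 nM preincubated with compounds 15 min at room temperature; reaction started with fluorescent substrate (50 nM final) and read kinetically at 0 and 10 min.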
GLS inhibitor: qHTS for Inhibitors of Glutaminase (GLS); GLS enzymatic activity, qHTS titration; Glutaminase kidney isoform, mitochondrial (Homo sapiens), O94925; Potency, µM (highest dose often 45.5 µM), for the others: at the top dose activity change, negative = inhibition, actives largely listed as inhibitors; AID 624170, 2012; actives 0.21% (n = 410,000); further: potency means the concentration at half of the fitted maximal effect; on the % scale 0 is the no-effect control and ±100 the full control effect
Target sequence (O94925 whole entry, looked up, canonical isoform): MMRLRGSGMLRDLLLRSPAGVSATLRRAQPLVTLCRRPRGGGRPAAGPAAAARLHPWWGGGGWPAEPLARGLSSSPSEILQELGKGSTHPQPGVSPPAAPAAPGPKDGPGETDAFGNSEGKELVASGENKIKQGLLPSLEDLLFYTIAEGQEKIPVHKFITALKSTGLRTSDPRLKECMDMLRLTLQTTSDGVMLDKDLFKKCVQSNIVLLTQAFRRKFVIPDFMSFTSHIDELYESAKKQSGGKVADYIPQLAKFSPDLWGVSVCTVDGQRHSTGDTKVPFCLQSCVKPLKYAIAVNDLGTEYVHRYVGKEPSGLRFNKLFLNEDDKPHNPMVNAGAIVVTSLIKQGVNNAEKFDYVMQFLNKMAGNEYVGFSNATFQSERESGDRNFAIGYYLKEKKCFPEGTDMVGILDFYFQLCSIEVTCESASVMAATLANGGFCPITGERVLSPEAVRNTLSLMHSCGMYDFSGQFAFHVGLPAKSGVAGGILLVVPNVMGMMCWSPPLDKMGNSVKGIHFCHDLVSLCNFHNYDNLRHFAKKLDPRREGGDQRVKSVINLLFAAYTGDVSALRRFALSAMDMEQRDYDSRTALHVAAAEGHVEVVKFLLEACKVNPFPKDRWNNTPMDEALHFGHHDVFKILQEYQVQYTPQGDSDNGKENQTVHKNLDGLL
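Assay buffer: 45 mM KH2PO4 pH 8.2, 0.02% Tween-20. hKGA acts on L-glutamine (1 mM solution added); product glutamate is reported by an oxidase/peroxidase Amplex Red coupling, with fluorescence taken at baseline and 30 min.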
HP1b binding inh: HTS for Inhibitors of HP1-beta Chromodomain Interactions with Methylated Histone Tails; AlphaScreen HP1-beta / biotin-H3K9me3 peptide binding; AID 540317, 2011; actives 0.56% (n = 390,000); Potency, µM (doses to about 114 µM), without a hit: at the highest dose activity change, negative = inhibition, most hits filed as inhibitors; Chromobox protein homolog 1 (Homo sapiens), P83916; further: potency means the concentration at half of the fitted maximal effect; nearly all actives have a fitted effect of over 70% in size; inactives centre near 23
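HP1-beta protein (50 nM final) preincubated 30 min at room temperature with biotinylated H3(1-18)K9me3 peptide (50 nM) in PBS pH 7.4, 0.01% Tween-20, then compound added for 30 min. AlphaScreen streptavidin donor/nickel chelate acceptor beads (10 ug/mL final), 30 min dark, luminescence read.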
Pin1 inh: qHTS Assay to Find Inhibitors of Pin1; Peptidyl-prolyl cis-trans isomerase NIMA-interacting 1 (Homo sapiens), Q13526; Pin1 FP peptide displacement, HiFluor488, 10 min; actives 0.009% (n = 390,000); Potency, µM (doses to about 115 µM), for the others: at the top dose activity, negative = inhibition, most hits filed as inhibitors; AID 504891, 2011; active means well fitted inhibition curve with a large enough effect in the polarisation, with a control signal flat, not every such curve was filed as active; inconclusive means small, poorly fitted or top-dose-only effect, or effect the other way, or a change in a side signal; inactive means no such curve, though single readings can be large or run the other way; the % refers to the polarisation; further: potency means the concentration at half of the fitted maximal effect; on the % scale 0 is the no-effect control and ±100 the full control effect
BAZ2B block: qHTS Assay for Inhibitors of BAZ2B; AlphaScreen BAZ2B-H3K14Ac peptide displacement; Potency, µM (top dose mostly 114 µM), inactives show at the top dose activity change, negative = inhibition, hits mostly inhibitors; actives 4.4% (n = 360,000); AID 504333, 2011; further: potency means the concentration at half of the fitted maximal effect; on the % scale 0 is the no-effect control and ±100 the full control effect; nearly all actives have a fitted effect of over 60% in size
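Multi-concentration screen (max 110 uM) measuring displacement of acetylated histone H3 peptide from BAZ2B by AlphaScreen, using 50 nM protein, 50 nM peptide and 10 ug/mL streptavidin donor plus Ni-chelate acceptor beads.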
G9a block: qHTS Assay for Inhibitors of Histone Lysine Methyltransferase G9a. G9a H3K9 monomethylation, AlphaScreen, 2 h. Potency, µM (highest dose often 102 µM), for inactives: at the highest dose activity, negative = inhibition, hits mostly inhibitors. actives 8.8% (n = 350,000); further: potency means the concentration at half of the fitted maximal effect; on the % scale 0 is the no-effect control and ±100 the full control effect; nearly all actives have a fitted effect of over 75% in size
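AlphaScreen read-out: biotin-H3K9 peptide (500 nM) methylation by 20 nM enzyme with 20 uM SAM, 2 h at room temperature after 15 min compound preincubation; anti-monomethyl H3K9 antibody plus donor/acceptor beads, 10 min dark.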
PI4K2A inh: qHTS for small molecular inhibitors of PI4K2A; Phosphatidylinositol 4-kinase type 2-alpha (Homo sapiens), Q9BTU6; purified PI4K2A, ADP-Glo luminescence, 1 h; stronger effect = lower value; activity change, negative = inhibition, % at 76.9 µM; actives 0.13% (n = 420,000); AID 1346378, 2018; in the data active means activity change below about -50%; inconclusive means mostly about -30% to -49%;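 further: -100% = wells without enzyme as full effect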
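Compounds are screened against recombinant PI4K2A using PI as substrate and ATP, the latter dispensed at 300 microM. Reactions run one hour at ambient temperature before ADP-Glo detection; full inhibition defined by wells lacking enzyme.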
JMJD2A Tudor inh: qHTS Assay for Inhibitors of JMJD2A-Tudor Domain | AlphaScreen JMJD2A-Tudor / H3K4me3 peptide binding | Potency, µM (doses to about 114 µM), for inactives: top-dose activity change, negative = inhibition, most hits filed as inhibitors | actives 4.4% (n = 390,000) | AID 504339, 2011; further: potency means the concentration at half of the fitted maximal effect; on the % scale 0 is the no-effect control and ±100 the full control effect; nearly all actives have a fitted effect of over 50% in size
* = called active by the depositor; i = inactive; u = inconclusive; x = not tested or not shown; & = joins results of further samples; ! = repeats disagree; [ ] = another dose, or the depositor's remark. Unless noted, the call rests on the fitted dose curve; in most records, active means well fitted curve in the direction sought with a large enough effect; inconclusive means small, poorly fitted or top-dose-only effect, or another doubt; inactive means no such curve, though single readings can be large; an effect the other way counts as inactive or inconclusive. An excerpt. The share of hits here may be higher or lower than overall.

SMILES	PGK inhibitor	POLH inh	GLS inhibitor	HP1b binding inh	Pin1 inh	BAZ2B block	G9a block	PI4K2A inh	JMJD2A Tudor inh
Cc1cccc(NC(=S)NC(=O)CCc2ccccc2)c1C	i	-8%	23%	35%	-8%	u	-9%	3	-4%
CCN(CC(=O)Nc1ccc(NC(C)=O)cc1)C(=O)c1c(C)nn(Cc2ccc(C)cc2)c1Cl	2%	-12%	11%	28%	-2%	x	x	2	-5%
COc1ccc(Br)cc1/C=N/NC(=O)c1cccnc1	3%	19%	10%	44%[activator]	-12%	u	4%	2	-15%
Cc1c(C(=O)Nc2ccc(Cl)cn2)oc2ccccc12	-11%	-2%	-3%	20%	-5%	12%	9%[59 µM]	-5	-1%
Cc1ccc(S(=O)(=O)N2CCN(C(=O)CSc3ccccn3)CC2)c(C)c1	-10%	-9%	6%	4%	-19%	-5%	-3%[0.501 µM]	-6	-5%
COc1ccc(C(C(=O)NC2CCCC2)N(C(=O)c2csnn2)C2CC2)cc1 (centres undefined)	8%	-24%	-4%	20%	-2%	1%	18%	0	6%
Cc1ccc(C(OCC(O)CN2CCCCC2)c2ccccc2)cc1 (centres undefined)	i	-14%	-17%	28%	-2%	0%	-1%	4	-5%
CC(=O)c1c(O)c(C)c(O)c2c1OC1=Cc3c(c(C)nn3C)C(=O)C12C (centres undefined)	-4%	-14%	2%	x	x	x	x	8	x
OCC[C@@H]1C[C@H](O)[C@@H](O)[C@@]2(Cc3ccccc3O2)O1	-7%	6%	6%	37%	-1%	-20%	9%	-1	-21%
CN(CCC1CCCCO1)C(=O)c1cc(COc2ccc(F)cc2F)on1 (centres undefined)	1%	-7%	9%	32%	5%	-1%	x	4	7%

Ordered by the number under PGK inhibitor (low to high): three from the list above
SMILES	PGK inhibitor	POLH inh	GLS inhibitor	HP1b binding inh	Pin1 inh	BAZ2B block	G9a block	PI4K2A inh	JMJD2A Tudor inh
OCC[C@@H]1C[C@H](O)[C@@H](O)[C@@]2(Cc3ccccc3O2)O1	-7%	6%	6%	37%	-1%	-20%	9%	-1	-21%
CCN(CC(=O)Nc1ccc(NC(C)=O)cc1)C(=O)c1c(C)nn(Cc2ccc(C)cc2)c1Cl	2%	-12%	11%	28%	-2%	x	x	2	-5%
COc1ccc(Br)cc1/C=N/NC(=O)c1cccnc1	3%	19%	10%	44%[activator]	-12%	u	4%	2	-15%

The list continues.
SMILES	PGK inhibitor	POLH inh	GLS inhibitor	HP1b binding inh	Pin1 inh	BAZ2B block	G9a block	PI4K2A inh	JMJD2A Tudor inh
COC(=O)CCC(=O)N1CCCC(C(=O)c2cc(F)ccc2F)C1 (centres undefined)	i	-14%	-1%	22%	-1%	-14%	-3%	3	-14%
CC(=O)c1cc(CC=C(C)C)c(O)c(CC=C(C)C)c1O	-3%	u	10%	47%[activator]	2%	0%	56%[activator][12.7 µM]	6	22%
CC(C)c1ccc(/C=C/C(=O)NCc2ccc(S(N)(=O)=O)cc2)cc1	i	-15%	7%	24%	1%	-29%	u	3	-11%
CCOC(=O)c1c(C)oc2ccc(O)c(CN3CCCCC3)c12	i	-3%	0%	19%	-9%	15%	1%[12.7 µM]	1	-6%
CCC(C)NC(=O)CSc1nc2scc(-c3ccccc3)c2c(=O)[nH]1 (centres undefined)	-1%	-21%	72%[activator]	19%	18%	-8%	u	-4	-2%
CCCCCCc1cc2cc(C(=O)NCc3ccccc3)c(=N)oc2cc1O	-3%	-2%	15%	4%	u	2%	-4%[59 µM]	0	-8%
CC1(c2ccc(OC(F)F)cc2)NC(=O)N(CC(=O)Nc2ccc(S(N)(=O)=O)cc2)C1=O (centres undefined)	-2%	-6%	-9%	60%[activator]	0%	-2%	1%	0	-18%
CC1CCN(S(=O)(=O)c2ccc3c(c2)NC(=O)CS3)CC1	2%	-17%	-2%	50%[activator]	1%	-11%[57.1 µM]	-11%	0	0%
O=C1NC[C@H](c2ccccc2)N(CCc2cccc3ccccc23)C1=O	11%	-17%	3%	25%	-3%	-3%	2%[12.7 µM]	3	-24%
CCOC(=O)N1CCC(N2CCN(CCC(C)C)C(CCO)C2)CC1 (centres undefined)	x	-12%	8%	23%	-1%	4%	14%	-1	-10%
Cc1nc2ccc(NS(=O)(=O)c3ccc(F)c(C)c3)cc2[nH]1	-2%	-15%	12%	39%[activator]	0%	-6%	x	-2	-3%
CCOC(=O)Cn1nc(C)c(NC(=O)c2ccc([N+](=O)[O-])c(C)c2)c1C	6%	-18%	-13%	35%	-6%	-4%	14%	-2	5%
COc1ccc(-c2nc3cc(NC(=O)COc4ccccc4C)ccc3o2)cc1	x	x	3%	19%	1%	-11%	-28%[59 µM]	-8	-17%
COc1cccc(CN(C)C(=O)C23CC4CC(CC(C4)C2)C3)c1	-4%	-20%	5%	14%	-7%	0%	-1%	0	8%
COc1ccc(C(=O)NCCS(=O)(=O)NC2CCCC2)cc1	-2%	-3%	0%	32%	-1%	9%	-18%	-1	-11%
O=C(c1ncc[nH]1)c1cccs1	-4%	-10%	-21%	37%	-4%	0%	13%	3	1%
Cc1nn(CCCC(=O)NCc2ccccc2Br)c(=O)c2c1sc1ccccc12	-9%	-4%	-2%	41%[activator]	50%[activator]	-11%	-43%[59 µM]	-1	-3%
c1ccc(-c2cc(-c3ccccc3)ncn2)cc1	-8%	-13%	2%	68%[activator]	1%	x	x	0	36%[activator]
CCCC(=O)Nc1nnc(S(=O)(=O)N2CCCCCC2)s1	3%&-8%	-5%&8%	-12%&-4%	u	1%&-1%	14µM*!	13µM*	0&0	20µM*!
COc1ccccc1-c1nnc(SCC(=O)O)n1-c1ccc(C)cc1	-4%	-12%	0%	21%	-2%	-6%	x	0	-10%
COc1ccccc1NC(=O)N1CCOCC1	3%	-14%	3%	-2%	0%	-3%	10%	4	-9%
COc1ccc(OC)c(S(=O)(=O)N2CCC(C(=O)Nc3cc(C)ccc3C)CC2)c1	2%	10%	-1%	18%	6%	6%	16%[12.7 µM]	0	-8%
COc1cccc(C2Nc3ccc4ccccc4c3C3=C2C(=O)CC(C)(C)C3)c1OCC(=O)O (centres undefined)	-8%	-14%	13µM*	48%[activator]	1%	-33%	-5%	-2	15%
Cc1ccccc1OCc1occc1C(=O)Nc1cccc(-n2cnnn2)c1	-2%	-14%	2%	48%[activator]	0%	-13%	21%[59 µM]	-7	2%
CCOc1ccccc1N1CCN(CC(=O)N(C2CCCC2)C2CCS(=O)(=O)C2)CC1 (centres undefined)	i	-10%	13%	13%	1%	3%	-8%[12.7 µM]	3	-13%
Cc1ccc(NC(=O)COCc2cc(-c3cccs3)on2)cc1Cl	i	-5%	u	8%	5%	12%	6%[59 µM]	1	12%
COC(=O)c1cc(NC2(c3ccccc3)C(=O)c3ccccc3C2=O)cc(C(=O)OC)c1	-2%	-22%	-8%	20%	-1%	-27%	-36%[59 µM]	-2	-31%
Cc1cccc2nc(CSc3ncccc3C(=O)O)cn12	-3%	6%	2%	41%[activator]	-1%	x	u	2	-12%
CCN(C(=O)COC(=O)CCc1ccccc1OC)c1c(N)n(Cc2ccccc2)c(=O)[nH]c1=O	0%	3%	0%	5%	12%	15%	-30%	1	-17%
COc1ccc(C(C)(C)C)cc1NC(=O)CCCn1c(=O)oc2ccccc21	-1%	-17%	-2%	0%	3%	11%	8%[59 µM]	-5	-16%
CCCOC(=O)C1[C@H]2C(=O)N(Cc3ccco3)C[C@]23C=C[C@H]1O3 (some centres undefined)	-2%	7%	-2%	38%[activator]	-2%	10%	50µM*	1	-18%
CCN(CC)S(=O)(=O)c1ccc(OCC(=O)NC2CCS(=O)(=O)C2)c([N+](=O)[O-])c1 (centres undefined)	7%	-20%	-11%	62%[activator]	-1%	x	-32%	-3	-10%
CCOC(=O)c1c(N)n(-c2ccccc2CC)c2nc3ccccc3nc12	-2%	-10%	5%	49%[activator]	2%	8%	-15%[59 µM]	0	-12%
Cc1ccc(S(=O)(=O)NCCCn2ccnc2)cc1	0%	-10%	2%	14%	-13%	u	-17%[59 µM]	2	-14%
CCC1CCCCN1CC(=O)c1c(C)[nH]c2ccccc12 (centres undefined)	-4%	-1%	5%	21%	19%	3%	u	-11	-10%
CCOc1ccccc1NC(=O)c1ccc2c(c1)CCN2S(=O)(=O)c1ccc(C)cc1	-6%	-20%	3%	35%	-3%	-26%	4%[59 µM]	-2	-7%
Cc1ccc(NC(=O)CC2S/C(=N/N=C/C=C/c3ccccc3)NC2=O)cc1Cl (centres undefined)	1%	-1%	8%	28%	4%	5%	15%[59 µM]	1	-6%
CC1CN(Cc2nc3c(c(=O)n(C)c(=O)n3C)n2CC(=O)c2ccccc2)CC(C)O1 (centres undefined)	5%	-3%	0%	2%	1%	35%[activator]	-31%[59 µM]	-1	-14%
CCOc1ccc(Nc2c3c(nc4nncn24)CCC3)cc1	-5%	-19%	6%	59%[activator]	-2%	1%	-5%[59 µM]	-3	5%
Cc1c(C(=O)N2CCOCC2)c(S(=O)(=O)Nc2ccc(F)cc2)c(C)n1C	7%	-9%	-7%	11%	-4%	-10%	36%	3	-26%
CCc1ccc2c(c1)c(=O)c(S(=O)(=O)c1ccc(F)cc1)cn2CC(=O)Nc1ccccc1OC	-6%	-26%	-7%	14%	22%	-8%	2%[59 µM]	2	-19%
